BAZ2B block: BAZ2B (human) inhibition. Q9UIF8. AID 504333. Potency, µM (titrated, usually from 114 µM), inactives show at the top dose activity change, negative = inhibition, usual class: inhibitors. hit rate 4.4% among 360,000. AlphaScreen BAZ2B-H3K14Ac peptide displacement; note: % is set by controls: 0 for no effect and ±100 for the full control effect; nearly all actives have a fitted effect of over 60% in size
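Compounds, titrated to a top concentration of 110 uM, were incubated 30 min at room temperature with preformed BAZ2B/acetyl-K14 H3 peptide complex (50 nM each). Proximity signal was measured by AlphaScreen after 20 min with beads.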
Pol eta inh: inhibitors of human DNA polymerase eta; recombinant Pol eta, fluorescent DNA replication assay; Potency, µM (series often up to 114 µM), inactives show at the top dose activity change, negative = inhibition, usual class: inhibitors; hit rate 1.2% among 390,000; note: % is set by controls: 0 for no effect and ±100 for the full control effect
Target sequence (Q9Y253 whole entry, looked up): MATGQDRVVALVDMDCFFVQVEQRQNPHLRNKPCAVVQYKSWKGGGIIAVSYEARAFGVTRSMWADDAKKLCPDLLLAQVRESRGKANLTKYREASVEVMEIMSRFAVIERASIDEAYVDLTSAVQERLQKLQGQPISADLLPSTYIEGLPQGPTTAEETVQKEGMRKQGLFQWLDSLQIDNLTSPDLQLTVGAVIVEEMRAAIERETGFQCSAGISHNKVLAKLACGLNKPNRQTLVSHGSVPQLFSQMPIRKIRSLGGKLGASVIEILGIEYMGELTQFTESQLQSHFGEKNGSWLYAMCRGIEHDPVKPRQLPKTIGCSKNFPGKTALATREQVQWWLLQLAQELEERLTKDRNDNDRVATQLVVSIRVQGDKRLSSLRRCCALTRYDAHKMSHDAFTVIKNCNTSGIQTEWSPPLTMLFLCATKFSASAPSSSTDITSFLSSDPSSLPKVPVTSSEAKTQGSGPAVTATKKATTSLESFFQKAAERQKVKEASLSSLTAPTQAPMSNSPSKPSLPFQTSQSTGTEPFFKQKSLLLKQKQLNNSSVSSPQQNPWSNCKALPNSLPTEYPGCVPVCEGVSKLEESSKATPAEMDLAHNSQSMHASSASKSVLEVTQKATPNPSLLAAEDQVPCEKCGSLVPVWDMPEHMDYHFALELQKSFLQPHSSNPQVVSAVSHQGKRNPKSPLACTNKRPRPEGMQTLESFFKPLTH
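Pol eta at 10 nM preincubated with compounds 15 min at room temperature; reaction started with fluorescent substrate (50 nM final) and read kinetically at 0 and 10 min.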
APE1 inh: blocks human APE1 abasic DNA cleavage; AID 2517; P27695; recombinant APE1, TAMRA/BHQ-2 abasic DNA cleavage fluorescence; hit rate 0.35% among 350,000; Potency, µM (top dose mostly 65.8 µM), for inactives: at the highest dose activity change, negative = inhibition, usual class: inhibitors;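 note: plate controls were vehicle for no effect and reference inhibitor for full effect; nearly all actives have a fitted effect of over 55% in size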
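Enzyme (0.75 nM final) and test compound are incubated 15 min at room temperature before adding 50 nM quenched THF abasic-site duplex. Cleavage dequenches TAMRA, followed at 525/598 nm over three reads one minute apart.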
POLK inh: DNA polymerase kappa (human) inhibition; hit rate 0.53% among 400,000; AID 588579; purified Pol kappa, fluorescent DNA synthesis assay, 10 min; Q9UBT6; Potency, µM (series often up to 107 µM), without a hit: top-dose activity, negative = inhibition, most hits filed as inhibitors; note: % is set by controls: 0 for no effect and ±100 for the full control effect
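Inhibition of 10 nM Pol kappa is measured by a fluorescent read-out at 0 and 10 min following addition of 50 nM substrate (final), with a 15-min room-temperature compound preincubation.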
G9a inh: inhibitors of human histone lysine methyltransferase G9a | Q96KQ7 | G9a H3K9 monomethylation, AlphaScreen, 2 h | Potency, µM (highest dose often 102 µM), for inactives: at the top dose activity, negative = inhibition, actives largely listed as inhibitors | hit rate 8.8% among 350,000 | AID 504332; note: % is set by controls: 0 for no effect and ±100 for the full control effect; nearly all actives have a fitted effect of over 75% in size
Target sequence (Q96KQ7 913-1193 limits assumed): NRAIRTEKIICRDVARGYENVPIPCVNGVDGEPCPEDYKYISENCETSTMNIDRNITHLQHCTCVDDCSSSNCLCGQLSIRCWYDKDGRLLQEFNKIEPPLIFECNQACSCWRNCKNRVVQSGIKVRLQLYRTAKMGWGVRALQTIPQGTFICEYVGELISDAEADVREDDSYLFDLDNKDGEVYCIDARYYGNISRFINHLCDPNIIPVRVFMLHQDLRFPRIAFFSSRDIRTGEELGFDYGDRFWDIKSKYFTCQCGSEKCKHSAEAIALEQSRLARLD
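Step 1: enzyme (final 20 nM) with compound, 15 min RT. Step 2: substrate peptide 500 nM and SAM 20 uM, 2 h RT. Step 3: anti-H3K9me1 antibody and AlphaScreen beads, 10 min, then plate read.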
POLB inh: DNA polymerase beta (human) inhibition | P06746 | Pol beta primer extension/strand displacement, fluorescence kinetic | Potency, µM (doses to about 114 µM), for the others: top-dose activity change, negative = inhibition, actives largely listed as inhibitors | hit rate 1.3% among 340,000 | AID 485314; note: % is set by controls: 0 for no effect and ±100 for the full control effect
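Homogeneous kinetic assay of primer extension and strand displacement by 10 nM Pol beta, preincubated 15 min at room temperature with compound before 50 nM substrate (final) was added. Read at 0 and 10 min; four-parameter Hill fit.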
Pol iota inh: DNA polymerase iota (human) inhibition; Q9UNA4; Pol iota fluorescent replication assay, 10 min; Potency, µM (highest dose often 115 µM), for inactives: at the top dose activity, negative = inhibition, most hits filed as inhibitors; hit rate 1% among 390,000; AID 588590
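Fluorescent replication assay read twice, at 0 min and 10 min after adding 50 nM (final) substrate. Enzyme (10 nM) and compounds were first incubated 15 min at room temperature; enzyme-free buffer wells were negative controls.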
BLM helicase inh: inhibitors of human Bloom syndrome helicase BLM | P54132 | recombinant BLM DNA unwinding, fluorescence dequenching | Potency, µM (series often up to 56.1 µM), inactives show top-dose activity change, negative = inhibition, usual class: inhibitors | hit rate 0.2% among 350,000 | AID 2528;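 note: plate controls were vehicle for no effect and no enzyme for full effect; nearly all actives have a fitted effect of over 35% in size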
JMJD2A Tudor: blocks the human JMJD2A Tudor domain. O75164. AlphaScreen JMJD2A-Tudor / H3K4me3 peptide binding. Potency, µM (doses to about 114 µM), for inactives: top-dose activity change, negative = inhibition, most hits filed as inhibitors. hit rate 4.4% among 390,000; note: % is set by controls: 0 for no effect and ±100 for the full control effect; nearly all actives have a fitted effect of over 50% in size
* = called active by the depositor; ? = inconclusive; . = not tested or not shown; [ ] = remark or other dose. Calls come from the whole dose curve; as a rule, active = well fitted curve in the direction sought with a large enough effect; inconclusive = small, poorly fitted or top-dose-only effect, or another doubt; inactive = no such curve, though single readings can be large; an effect the other way counts as inactive or inconclusive. Potency is the fitted concentration of half-maximal effect.

BAZ2B block,Pol eta inh,APE1 inh,POLK inh,G9a inh,POLB inh,Pol iota inh,BLM helicase inh,JMJD2A Tudor,Molecule
7%,-1%,11%,2%,25%,15%,0%,-1%,-11%,COCCN(CC(=O)NCc1ccc(F)cc1)C(=O)CCC(=O)Nc1ccccn1
3%,-1%,.,-4%,-5%[59 µM],36%,2%,0%,-12%,COCCCNC(=O)c1nn(-c2ccc(C)cc2)nc1CO
-35%,-22%,-15%,-12%,4%[12.7 µM],?,-16%,-8%,-35%,CCCCCC(=O)Nc1ccc(C2C(=O)c3ccccc3C2=O)cc1
-11%,-15%,.,-8%[60.1 µM],-2%[59 µM],3%,-14%,0%,-9%,CCOC(=O)c1ccc2c(c1)N(CC(=O)Nc1ccc(C)cc1C)C(=O)c1ccccc1S2
5%,-1%,-3%,-2%,20%[59 µM],52%,-15%,-2%,-12%,CC(Cc1cccs1)NC(=S)Nc1ccccc1 (configuration not stated)
?,-1%,-4%,-19%,35µM*,-21%,-7%,-1%,?,COc1ccc(/C(C)=N/NC(=S)Nc2cc(C)ccc2C)cc1
12%,-7%,1%,-14%,.,-2%,1%,-13%,44%[activator],C=CCOC(=O)C1=C(C)NC(SCC)=C(C#N)C1c1ccc(Cl)cc1 (configuration not stated)
?,7.9µM*,13%,?,8.9µM*,10µM*,?,10µM*,?,COc1ccc(-c2cc(=O)oc3c(O)c(O)ccc23)cc1
7%,-9%,2%,-10%,22%,-1%,10%,-2%,3%,O=C1NC(c2ccncc2)Nc2ccccc21 (configuration not stated)
?,-24%,19%,-5%,?,22%,15%,-9%,?,COc1cccc2sc(N(CCN(C)C)C(=O)c3ccc4c(c3)CCCC4)nc12
.,-3%,.,-7%,.,.,2%,.,-20%,CCOc1ccc(NC(=O)CN(C)C(=O)c2c(C)nn(Cc3ccccc3Cl)c2C)cc1OCC
-37%,-17%,.,-4%[60.1 µM],10%[59 µM],-2%,24%,-1%,?,Cc1cc(Nc2ccc(F)cc2F)nc(-n2nc(C)cc2C)n1
6%,9%,6%,2%,5%,32%,10%,1%,-9%,Nc1cc(=O)[nH]c(SCCSc2ccccc2)n1
.,-3%,.,-20%,.,.,?,.,?,O=C1C(Cl)=C(NCCCN2CCOCC2)C(=O)c2ccccc21
5%,-9%,78%[activator][12.4 µM],-8%,-37%[59 µM],-2%,?,2%,-6%,CCC(c1nnnn1CS(=O)(=O)c1ccc(C)cc1)N1CCC(C(N)=O)CC1 (configuration not stated)
11%,-10%,1%,-5%,45µM*,46%,6%,-4%,-14%,Cc1cc(C(=O)NC(C)CCC(C)C)c2ccccc2n1 (configuration not stated)
9%,-16%,-3%,-16%,-11%[12.7 µM],.,17%,.,-9%,Cc1ccc(C(=O)CCC(=O)Nc2ccc(C)cn2)cc1
50µM*,-8%,-3%,-21%,?,5%,-29%,-4%,40µM*,COc1cc(O)c(C(CC(=O)N2CCCC(C)C2)c2ccc(N(C)C)cc2)c(OC)c1 (configuration not stated)
?,-19%,11%,-14%,50µM*,-27%,23%,-4%,?,CCc1c(C)sc(NC(=S)N2CCN(C(=O)C3CCCO3)CC2)c1C(=O)OC (configuration not stated)
?,-5%,-9%,-18%,56µM*,-26%,54%[activator],-1%,-1%,Cc1c(C#N)c(NC(=O)CCl)n(Cc2ccccc2)c1C
5%,-6%,-5%,-5%,51%[activator],3%,-27%,-10%,18%,O=S(=O)(c1ccccc1)c1cnc(-c2ccccc2)nc1N1CCCC1
2%,-3%,-7%,-9%,45µM*,.,20%,.,-3%,CSc1nnc(SCC(=O)NC(=O)c2ccccc2)s1
-1%,1%,-7%,-11%,?,-12%,21%,0%,0%[57.1 µM],CCn1c(SCC(=O)OC2CCCCC2)nnc1-c1ccncc1
6%,-14%,6%,-5%,32µM*,4%,-8%,-2%,-1%,Cc1nn(-c2ccccc2)c2c1cc1c(=O)n(C)c(=O)nc-1n2-c1ccccc1F
?,.,-4%,.,-14%[59 µM],22µM*,.,-20%,.,O=C(/C=C/c1ccc2c(c1)OCO2)Nc1nc(-c2ccc(F)cc2F)cs1
-3%,-9%,1%,-6%,?,1%,32%[activator],-2%,-24%,COC(=O)c1sc2nc3c(cc2c1N)C(=O)CC(C)(C)C3
9%,-22%,-7%,-2%,-24%[59 µM],2%,0%,-2%,-6%,COc1ccc(S(=O)(=O)N2CCCCC2)cc1NC(=O)c1ccc2ccccc2n1
-2%,-11%,-13%,-1%,11%,?,-2%,-3%,-5%,COc1ccc(NC(=O)c2c(-c3c(Cl)cccc3Cl)noc2C)cn1
-16%,-10%,-1%,-8%,6%,54%,14%,-7%,-25%,Cc1nc2ccccn2c1C(=O)NN=C1CCCC1
-28%,-6%,22%,2%,?,-23%,-13%,0%,-10%,O=C1/C(=C/c2ccc3c(c2)OCO3)Oc2cc(OCC(=O)N3CC(O)C[C@H]3C(=O)O)ccc21 (some centres not stated)
.,0%,14%,0%,.,.,-23%,.,-10%,CC(=NNC(=O)c1cccs1)c1ccc2c(c1)OCCO2
1%,-21%,23%,14%,-37%,36%,29%,-2%,-9%,Nc1nnc(SCC(=O)Nc2cccc(S(N)(=O)=O)c2)s1
0%,-6%,-4%,-12%,11%[59 µM],-7%,8%,0%,-16%,COc1ccc(CCNS(=O)(=O)c2ccc(S(=O)(=O)N3CCCC3)cc2)cc1OC
-13%,-10%,2%,3%,9%,-17%,7%,-3%,-9%,O=C(NCCc1ccc(Cl)cc1)c1n[nH]c2ccccc12
7%,4%,-3%,-15%,26%[59 µM],2%,12%,0%,-12%,CC(NC(=O)c1ccc([N+](=O)[O-])cc1[N+](=O)[O-])c1ccc(-c2ccccc2)cc1 (configuration not stated)
-8%,-15%,.,-7%,-3%[59 µM],6%,14%,5%,-14%,COCCCNC(=O)C1CCN(Cc2nc(-c3ccc(OC)c(OC)c3)oc2C)CC1
.,-9%,-16%,-15%,.,.,14%,.,-4%,O=C(OCc1c(-c2ccccc2)ncc2ccccc12)c1ccc(F)cc1
-1%,-5%,9%,-25%,6%,54%,40%[activator],6%,-13%,O=C(NCCN1CCOCC1)c1cc(-c2ccc(Cl)c(Cl)c2)on1
-12%,-2%,-7%,?,.,36%,15%,-6%,-7%,CCn1ncc(CN2CCC(C(=O)Nc3cccc(-c4cccc(F)c4)c3)CC2)c1C
-5%,-12%,11%,3%,1µM*,7%,-1%,-1%,7.9µM*,S=c1[nH]nc(-c2ccncc2)n1Cc1ccco1
-4%,-4%,21%,-17%,26%,20%,30%[activator],-8%,-21%,O=C(Nc1ccnn1C1CCN(C2CCC2)CC1)c1ccccc1Cl
-8%,-8%,-9%,-6%,5%,16%,163%[activator],-3%,-26%,COC(=O)c1cccc([N+](=O)[O-])c1CS(=O)(=O)c1ccc(C)cc1
-3%,-12%,-3%,-1%,17%[59 µM],20%,-10%,-3%,-21%,CCn1c(SCc2ccccc2)nnc1-c1ccc(S(=O)(=O)N2CCCCC2)cc1
-8%,-15%,.,-13%,-21%[59 µM],13%,-13%,-3%,-18%,O=C(COCc1cc(-c2cccs2)on1)N1CCN(c2cccc(Cl)c2)CC1
1%,-16%,-1%,0%,9%,27%,98%[activator],-3%,-3%,CC(=O)N1N=C(N)SC12CCCC2
.,-10%,.,-4%,-14%[59 µM],1%,-27%,3%,-9%,CCn1cc(C(=O)N2CCN(c3ccccc3OC)CC2)c(=O)c2cc(S(=O)(=O)N3CCCCC3)ccc21
-8%,-10%,0%,-16%,?,41%,10%,-10%,-33%,O=C(Cn1cccc1C(=O)c1ccccc1)NCCN1CCCCCC1
-2%,.,-5%,.,27%[59 µM],1%,.,-8%,.,CN(C)/C=C(\C=N\OCc1ccc(Cl)cc1Cl)C(=O)Nc1ccc(Cl)c(Cl)c1
?,.,.,-6%,-43%[59 µM],1%,11%,-6%,15%,Cc1sc2c(c1C)c(=O)n(CCc1ccccc1)c(=O)n2Cc1cccc(F)c1
-21%,-4%,4%,-10%,-21%[12.7 µM],-21%,?,1%,-22%,Nc1nc2cc(S(=O)(=O)NC3=NCCCCC3)ccc2s1
7%,-9%,-2%,-5%,-20%,1%,24%,-1%,-27%,O=C(NCCO)/C(=C/c1ccc(Br)cc1)NC(=O)c1cccs1
-14%,-21%,4%,1%,-49%,-22%,25%,-1%,-34%,COc1ccc(-n2nc([N+](=O)[O-])c(=NC3CCN(Cc4ccccc4)CC3)n2O)cc1
-31%,?,?,-18%,-9%,28µM*,?,-3%,-16%,Cc1ccc2nc(N/N=C\c3ccc([N+](=O)[O-])o3)nc(-c3ccccc3)c2c1
?,1%,-8%,1%,25µM*,16%,-10%,-6%,?,C[n+]1ccc(/C=C/c2ccccc2O)c2ccccc21
-2%,-20%,.,-10%,-3%[59 µM],13%,2%,1%,0%,CCCCCSc1ncnc2c1sc1nc(N3CCOCC3)c3c(c12)CCCC3
-6%,-15%,-4%,-4%,-65%[59 µM],13%,17%,-1%,4%,Cc1cc(=O)oc2c(CN(C)Cc3ccccc3)c(O)ccc12
-2%,-3%,18%,0%,20%[59 µM],10%,23%,-3%,2%,CC1CN(C2=NC(=O)/C(=C/c3ccncc3)S2)CC(C)O1 (configuration not stated)
-6%,-11%,-1%,0%,3%[12.7 µM],6%,27%,-7%,-8%,CCOC(=O)c1c(N)nn(C(C)=O)c1-c1ccccc1

5 compounds already listed, ordered by SMILES length, rising:
BAZ2B block,Pol eta inh,APE1 inh,POLK inh,G9a inh,POLB inh,Pol iota inh,BLM helicase inh,JMJD2A Tudor,Molecule
?,1%,-8%,1%,25µM*,16%,-10%,-6%,?,C[n+]1ccc(/C=C/c2ccccc2O)c2ccccc21
-8%,-10%,0%,-16%,?,41%,10%,-10%,-33%,O=C(Cn1cccc1C(=O)c1ccccc1)NCCN1CCCCCC1
-2%,-20%,.,-10%,-3%[59 µM],13%,2%,1%,0%,CCCCCSc1ncnc2c1sc1nc(N3CCOCC3)c3c(c12)CCCC3
?,.,.,-6%,-43%[59 µM],1%,11%,-6%,15%,Cc1sc2c(c1C)c(=O)n(CCc1ccccc1)c(=O)n2Cc1cccc(F)c1
-14%,-21%,4%,1%,-49%,-22%,25%,-1%,-34%,COc1ccc(-n2nc([N+](=O)[O-])c(=NC3CCN(Cc4ccccc4)CC3)n2O)cc1

Not all compounds are listed; the hit share may differ from the screen's.
